Source: PubChem BioAssay (several laboratories)
VCAM1 TNFa inh – inhibitors of TNFa-induced VCAM1 expression, primary screen, imaging, HUVEC, TNFa stimulus, immunofluorescence; 95,000 tested, 0.48% active; HUVEC TNFa-induced VCAM-1 immunofluorescence, high-content imaging; inhibition, % at 2 µM; AID 802, 2007;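 active means inhibition above the batch mean plus 3 SD, with images confirmed as a hit by eye, cut at about 37% in these data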;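 further: 0% = TNF-stimulated DMSO wells and 100% = unstimulated control wells; not every result past the cut was called active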
LYP inh 2 – PTPN22 phosphatase inhibitors, primary screen, biochemical, DiFMUP fluorescence, 2 µM; recombinant LYP catalytic domain; inhibition, % at 2 µM; 96,000 tested, 0.21% active;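 active means inhibition at 2 µM at or above a set limit, the screen mean plus 3 SD, cut at about 24% in these data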;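 further: 0% = DMSO with enzyme and 100% = enzyme fully blocked by orthovanadate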
ERa SRC1 inh – ERα–SRC-1 coactivator interaction inhibitors, primary screen, biochemical, TR-FRET, ERα LBD, estradiol-bound. Estrogen receptor (Homo sapiens), P03372. TR-FRET ER-alpha LBD / SRC-1 peptide. inhibition, % at 25.6 µM. 86,000 tested, 1.7% active; in the data active means inhibition above about 50%;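 further: 0% = receptor plus peptide control and 100% = peptide only without receptor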
HUVEC tox IL1B – cytotoxicity in IL-1B stimulated HUVEC, primary screen, cytotoxicity control for IL-1B NFkB translocation project, imaging, Hoechst nuclear count, IL-1B stimulus | cell count reduction, % at 2 µM | HUVEC cell count loss | 94,000 tested, 0.41% active;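 active means cell count reduction more than 3 SD above the screen-wide mean, cut at about 70% in these data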;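 further: normalized per plate to untreated control cells as the no-loss baseline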
HUVEC tox TNFa – cytotoxicity in TNFa-stimulated HUVEC, primary screen, cytotoxicity control for VCAM1 expression modulator project, imaging, Hoechst nuclei count. HUVEC TNFalpha-stimulated, Hoechst cell count. cell count reduction, % at 2 µM. 93,000 tested, 0.17% active;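 active means cell count reduction exceeding the screen mean by over 5 SD, scaled to untreated wells per plate, cut at about 78% in these data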;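 further: cells counted after 24 h of TNF alpha exposure following the 1 h pretreatment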
PTK2B oligo ant – antagonists of Pyk2 self-association, primary screen, Q293 cells, FERM NanoBiT luminescence, HTS | 99,000 tested, 0.83% active | stronger effect = lower value | z-score (the deposit names both 25 µM and 10 µM);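 active means Z-score of -3 or lower, scaled per plate to the spread of control and sample wells; inactive means z-score above -3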;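 further: negative z-score means lost luminescence so less FERM oligomerization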
cytoskel mod – modifiers of F-actin cytoskeleton organization, primary screen, imaging, HUVEC, phalloidin staining, high-content imaging. HUVEC TNFa F-actin phalloidin imaging. 91,000 tested, 0.18% active. inhibition, % at 2 µM;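 active means inhibition above the batch mean plus 3 SD and confirmed as a hit by visual image inspection, cut at about 30% in these data, passing the limit was not always enough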; further: strong numbers were not always called active
FAK inh – FAK kinase inhibitors, primary screen, biochemical | inhibition, %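 (tested at 7 µM)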 | 97,000 tested, 0.84% active | AID 727, 2007 | biochemical FAK kinase activity assay | Focal adhesion kinase 1 (Homo sapiens), Q05397; in the data active means inhibition above about 19%;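 further: 0% = DMSO and 100% = reference compound high control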
Target sequence (Q05397 whole entry, looked up): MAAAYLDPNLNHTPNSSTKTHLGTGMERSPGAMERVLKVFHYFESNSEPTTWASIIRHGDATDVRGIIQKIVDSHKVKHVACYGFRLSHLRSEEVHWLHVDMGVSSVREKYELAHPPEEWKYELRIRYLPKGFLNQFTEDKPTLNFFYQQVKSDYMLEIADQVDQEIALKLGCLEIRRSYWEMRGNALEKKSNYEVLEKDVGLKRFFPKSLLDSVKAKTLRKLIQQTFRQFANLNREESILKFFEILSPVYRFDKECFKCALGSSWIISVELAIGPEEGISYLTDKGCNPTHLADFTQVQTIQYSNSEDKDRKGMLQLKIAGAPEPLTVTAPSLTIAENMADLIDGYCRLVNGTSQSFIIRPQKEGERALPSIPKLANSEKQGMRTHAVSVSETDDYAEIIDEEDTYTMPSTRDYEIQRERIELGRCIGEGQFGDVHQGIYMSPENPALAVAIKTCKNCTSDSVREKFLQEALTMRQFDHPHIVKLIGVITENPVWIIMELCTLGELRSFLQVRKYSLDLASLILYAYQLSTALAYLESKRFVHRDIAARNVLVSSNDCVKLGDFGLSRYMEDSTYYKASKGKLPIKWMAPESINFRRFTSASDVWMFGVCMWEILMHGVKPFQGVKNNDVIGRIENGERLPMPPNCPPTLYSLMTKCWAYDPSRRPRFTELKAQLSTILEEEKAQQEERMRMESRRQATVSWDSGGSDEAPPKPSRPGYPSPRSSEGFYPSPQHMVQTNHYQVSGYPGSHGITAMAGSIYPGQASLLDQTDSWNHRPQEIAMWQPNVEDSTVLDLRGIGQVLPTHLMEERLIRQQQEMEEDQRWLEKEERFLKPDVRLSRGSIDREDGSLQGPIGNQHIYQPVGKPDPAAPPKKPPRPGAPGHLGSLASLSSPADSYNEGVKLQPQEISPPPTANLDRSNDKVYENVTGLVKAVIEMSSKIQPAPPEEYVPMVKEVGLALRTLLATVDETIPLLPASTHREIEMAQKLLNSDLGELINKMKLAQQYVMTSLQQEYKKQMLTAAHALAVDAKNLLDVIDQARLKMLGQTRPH
PTPN22 act – LYP phosphatase activators, primary screen, biochemical, DiFMUP fluorescence, 2 µM; Tyrosine-protein phosphatase non-receptor type 22 (Homo sapiens), Q9Y2R2; recombinant LYP; 0 = plate median, 100 = signal doubled; activation, % at 2 µM; 96,000 tested, 0.11% active; AID 697, 2007;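 active means activation at 2 µM above a set limit, the mean plus 5 SD, cut at about 37% in these data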
Starred values were filed as active, the others as inactive; [ ] = remark or other dose.

What do the screens show for `O/N=C/c1cc(Br)ccc1OCc1ccc(F)cc1`?
LYP inh 2: 5; HUVEC tox IL1B: -27; PTK2B oligo ant: -1.9; FAK inh: 18; PTPN22 act: 1

What do the screens show for `O=C(c1ccccc1Oc1ccccc1)N1CCN(c2ccccc2)CC1`?
VCAM1 TNFa inh: -3; LYP inh 2: 0; ERa SRC1 inh: -5; HUVEC tox IL1B: -4; HUVEC tox TNFa: -30; PTK2B oligo ant: 0.72; cytoskel mod: -7; FAK inh: -1; PTPN22 act: 0

How did COc1ccc(C(=O)NC(C)c2nnc(SCC(=O)Nc3nc4ccccc4s3)n2C)cc1 (configuration not stated) do in these assays?
VCAM1 TNFa inh: 32; LYP inh 2: -13; ERa SRC1 inh: -12; HUVEC tox IL1B: 9; HUVEC tox TNFa: 15; PTK2B oligo ant: 0.43; cytoskel mod: -10; FAK inh: -1; PTPN22 act: 12

How did Cc1ccc(C(=O)CN(C(=O)c2ccc(Cl)cc2)N2C(=O)c3ccccc3C2=O)cc1 do in these assays?
VCAM1 TNFa inh: 20; LYP inh 2: 4; HUVEC tox IL1B: -48; HUVEC tox TNFa: -9; PTK2B oligo ant: -0.03; cytoskel mod: -2; FAK inh: 0; PTPN22 act: -1

What do the screens show for `CC(=O)c1nc(N2C(=O)CC(Cc3cccc(C)c3)C2=O)sc1C` (configuration not stated)?
VCAM1 TNFa inh: 8; LYP inh 2: 6; HUVEC tox IL1B: -28; HUVEC tox TNFa: 12; PTK2B oligo ant: -0.73; cytoskel mod: -33; FAK inh: 2; PTPN22 act: -3

What do the screens show for `COc1ccc2nc(-c3ccccc3)[nH]c2c1`?
VCAM1 TNFa inh: -24; LYP inh 2: -4; ERa SRC1 inh: 16; HUVEC tox IL1B: -12; HUVEC tox TNFa: -30; PTK2B oligo ant: -0.44; cytoskel mod: 7; FAK inh: 0; PTPN22 act: 4

How did CCn1nnnc1SCC(=O)N1c2ccccc2Sc2ccccc21 do in these assays?
VCAM1 TNFa inh: 14; LYP inh 2: 8; ERa SRC1 inh: -3; HUVEC tox IL1B: -24; PTK2B oligo ant: -0.16; cytoskel mod: 13; FAK inh: 0; PTPN22 act: -9

Results for CCOC(=O)C1CCN(C(=O)c2cn(CCOC)c(=O)c3c2c2ccccc2n3C)CC1 ?
VCAM1 TNFa inh: -14; LYP inh 2: -19; ERa SRC1 inh: -5; HUVEC tox IL1B: 4; HUVEC tox TNFa: 57; PTK2B oligo ant: -0.14; cytoskel mod: 39*; FAK inh: 1; PTPN22 act: 18

What do the screens show for `CCCC(C)C(=O)Nc1ccccc1C(=O)OCC` (configuration not stated)?
VCAM1 TNFa inh: -24; LYP inh 2: -2; ERa SRC1 inh: 0; HUVEC tox TNFa: -17; PTK2B oligo ant: 0.08; cytoskel mod: 0; FAK inh: 3; PTPN22 act: 2

Results for COc1cc(C)c(C(C)C)cc1S(=O)(=O)N1CCN(C)CC1 ?
VCAM1 TNFa inh: -5; LYP inh 2: -9; ERa SRC1 inh: -46; HUVEC tox IL1B: -11; HUVEC tox TNFa: -37; PTK2B oligo ant: 0.87; cytoskel mod: 10; FAK inh: -1; PTPN22 act: 6

How did CCn1c(CNc2ccc(Cl)cc2)nnc1SCc1ccc(Cl)cc1 do in these assays?
VCAM1 TNFa inh: 12; LYP inh 2: 13; ERa SRC1 inh: -5; HUVEC tox IL1B: 34; HUVEC tox TNFa: 21; PTK2B oligo ant: -0.14; cytoskel mod: -2; FAK inh: 3; PTPN22 act: -12

How did COc1ccc(OC)c(CN2C(=O)CCC2(C)C(=O)NC2CCCCCC2)c1 (configuration not stated) do in these assays?
VCAM1 TNFa inh: -1; LYP inh 2: 5; ERa SRC1 inh: 6; HUVEC tox IL1B: -6; HUVEC tox TNFa: -10; PTK2B oligo ant: -0.08; cytoskel mod: -6; FAK inh: 6; PTPN22 act: -6

What do the screens show for `O=C1NC2(CCCCC2)C(=O)N1CCS(=O)(=O)Oc1ccccc1`?
VCAM1 TNFa inh: -10; LYP inh 2: 12; ERa SRC1 inh: 1; HUVEC tox IL1B: 11; HUVEC tox TNFa: 1; PTK2B oligo ant: -0.56; cytoskel mod: -4; FAK inh: 2; PTPN22 act: -10

How did Cc1cc(C)nc(NN2C(=O)/C(=C/c3ccc(O)cc3)SC2=S)n1 do in these assays?
VCAM1 TNFa inh: 19; LYP inh 2: 13; HUVEC tox IL1B: 0; HUVEC tox TNFa: -10; PTK2B oligo ant: -3.5*; cytoskel mod: -7; FAK inh: 1; PTPN22 act: -11

Results for O=S(=O)(c1ccc2ccccc2c1)N1CCC(c2nc(-c3ccncc3)no2)CC1 ?
VCAM1 TNFa inh: 5; LYP inh 2: 13; ERa SRC1 inh: -17; HUVEC tox IL1B: -13; HUVEC tox TNFa: -21; PTK2B oligo ant: -0.26; cytoskel mod: -4; FAK inh: 3; PTPN22 act: -12

How did Cn1ccnc1-c1nc2ccccc2[nH]c1=O do in these assays?
VCAM1 TNFa inh: -2; LYP inh 2: 0; ERa SRC1 inh: -21; HUVEC tox IL1B: 7; HUVEC tox TNFa: -5; PTK2B oligo ant: 0.81; cytoskel mod: 5; FAK inh: 0; PTPN22 act: -2

What do the screens show for `O=C(Nc1sc2c(c1C(=O)c1ccc(Cl)cc1)CCCC2)c1cccnc1`?
VCAM1 TNFa inh: -9; LYP inh 2: 1; HUVEC tox IL1B: 8; HUVEC tox TNFa: -12; PTK2B oligo ant: -1.6; cytoskel mod: 10; FAK inh: 4; PTPN22 act: 2

What do the screens show for `CN1CCN(c2ccc([N+](=O)[O-])cc2C(=O)c2ccc(Cl)cc2)CC1`?
VCAM1 TNFa inh: 5; LYP inh 2: 3; HUVEC tox IL1B: 23; HUVEC tox TNFa: 6; PTK2B oligo ant: -0.48; cytoskel mod: -11; FAK inh: 2; PTPN22 act: 3

What do the screens show for `CCN1/C(=C/c2ccc3ccccc3[n+]2CC)C=Cc2ccccc21`?
VCAM1 TNFa inh: 13; LYP inh 2: 1; ERa SRC1 inh: -3[fluorescence artefact?]; HUVEC tox TNFa: 19; PTK2B oligo ant: -1.8; cytoskel mod: 3; FAK inh: -1; PTPN22 act: 0

How did O=C(CSc1n[nH]c(-c2cccs2)n1)N1CCCc2ccccc21 do in these assays?
VCAM1 TNFa inh: 22; LYP inh 2: -13; ERa SRC1 inh: 4; HUVEC tox IL1B: 5; HUVEC tox TNFa: 2; PTK2B oligo ant: 0.27; cytoskel mod: 22; FAK inh: 7; PTPN22 act: 9

What do the screens show for `COC(=O)NC(=S)Nc1ccc(Oc2ccc(Cl)cc2)c(Cl)c1`?
VCAM1 TNFa inh: 9; LYP inh 2: 8; ERa SRC1 inh: -13; HUVEC tox IL1B: -22; HUVEC tox TNFa: -23; PTK2B oligo ant: -0.53; cytoskel mod: -8; FAK inh: -1; PTPN22 act: -9

How did CCOCCCNc1nc2ccccc2[nH]1 do in these assays?
VCAM1 TNFa inh: 3; LYP inh 2: 16; ERa SRC1 inh: 6; HUVEC tox IL1B: -50; HUVEC tox TNFa: -10; PTK2B oligo ant: -0.9; cytoskel mod: 9; FAK inh: 1; PTPN22 act: -14

How did CCOC(=O)c1c(N)sn(-c2ccccc2)c1=S do in these assays?
VCAM1 TNFa inh: 11; LYP inh 2: 2; ERa SRC1 inh: -5; HUVEC tox IL1B: -12; HUVEC tox TNFa: -16; PTK2B oligo ant: -0.07; cytoskel mod: -4; FAK inh: 2; PTPN22 act: 2

What do the screens show for `Cc1cccc(-c2c3c(=O)n(C)c(=O)n(C)c3cn2-c2ccccc2O)c1`?
VCAM1 TNFa inh: 1; LYP inh 2: 7; ERa SRC1 inh: -24; HUVEC tox IL1B: -2; HUVEC tox TNFa: -22; PTK2B oligo ant: -0.37; cytoskel mod: 3; FAK inh: 0; PTPN22 act: -7

What do the screens show for `Cc1ccc(S(=O)(=O)N(Cc2ccccc2)c2ccccc2C(=O)NCc2ccco2)cc1`?
VCAM1 TNFa inh: -2; LYP inh 2: -2; HUVEC tox IL1B: -1; PTK2B oligo ant: -0.07; cytoskel mod: 6; FAK inh: 2; PTPN22 act: 6

Results for COc1ccc(OC)c(N=Cc2c(O)[nH]c3ccccc23)c1 ?
VCAM1 TNFa inh: -41; LYP inh 2: -3; ERa SRC1 inh: -6; HUVEC tox IL1B: -39; HUVEC tox TNFa: -37; PTK2B oligo ant: -1.3; FAK inh: 14; PTPN22 act: 0

How did Cc1c(F)cccc1NS(=O)(=O)c1ccccc1C#N do in these assays?
VCAM1 TNFa inh: -3; LYP inh 2: 8; ERa SRC1 inh: 19; HUVEC tox IL1B: 14; HUVEC tox TNFa: -7; PTK2B oligo ant: 0.05; cytoskel mod: 1; FAK inh: 2; PTPN22 act: -7

Structural class: the entries above with two or more sulfur atoms (5)
How did COc1ccc(C(=O)NC(C)c2nnc(SCC(=O)Nc3nc4ccccc4s3)n2C)cc1 (configuration not stated) do in these assays?
VCAM1 TNFa inh: 32; LYP inh 2: -13; ERa SRC1 inh: -12; HUVEC tox IL1B: 9; HUVEC tox TNFa: 15; PTK2B oligo ant: 0.43; cytoskel mod: -10; FAK inh: -1; PTPN22 act: 12

How did CCn1nnnc1SCC(=O)N1c2ccccc2Sc2ccccc21 do in these assays?
VCAM1 TNFa inh: 14; LYP inh 2: 8; ERa SRC1 inh: -3; HUVEC tox IL1B: -24; PTK2B oligo ant: -0.16; cytoskel mod: 13; FAK inh: 0; PTPN22 act: -9

How did Cc1cc(C)nc(NN2C(=O)/C(=C/c3ccc(O)cc3)SC2=S)n1 do in these assays?
VCAM1 TNFa inh: 19; LYP inh 2: 13; HUVEC tox IL1B: 0; HUVEC tox TNFa: -10; PTK2B oligo ant: -3.5*; cytoskel mod: -7; FAK inh: 1; PTPN22 act: -11

How did O=C(CSc1n[nH]c(-c2cccs2)n1)N1CCCc2ccccc21 do in these assays?
VCAM1 TNFa inh: 22; LYP inh 2: -13; ERa SRC1 inh: 4; HUVEC tox IL1B: 5; HUVEC tox TNFa: 2; PTK2B oligo ant: 0.27; cytoskel mod: 22; FAK inh: 7; PTPN22 act: 9

How did CCOC(=O)c1c(N)sn(-c2ccccc2)c1=S do in these assays?
VCAM1 TNFa inh: 11; LYP inh 2: 2; ERa SRC1 inh: -5; HUVEC tox IL1B: -12; HUVEC tox TNFa: -16; PTK2B oligo ant: -0.07; cytoskel mod: -4; FAK inh: 2; PTPN22 act: 2

Sorted by formula weight (high to low): some entries from above.
How did O=C(CSc1n[nH]c(-c2cccs2)n1)N1CCCc2ccccc21 do in these assays?
VCAM1 TNFa inh: 22; LYP inh 2: -13; ERa SRC1 inh: 4; HUVEC tox IL1B: 5; HUVEC tox TNFa: 2; PTK2B oligo ant: 0.27; cytoskel mod: 22; FAK inh: 7; PTPN22 act: 9

How did CCOC(=O)c1c(N)sn(-c2ccccc2)c1=S do in these assays?
VCAM1 TNFa inh: 11; LYP inh 2: 2; ERa SRC1 inh: -5; HUVEC tox IL1B: -12; HUVEC tox TNFa: -16; PTK2B oligo ant: -0.07; cytoskel mod: -4; FAK inh: 2; PTPN22 act: 2

How did Cn1ccnc1-c1nc2ccccc2[nH]c1=O do in these assays?
VCAM1 TNFa inh: -2; LYP inh 2: 0; ERa SRC1 inh: -21; HUVEC tox IL1B: 7; HUVEC tox TNFa: -5; PTK2B oligo ant: 0.81; cytoskel mod: 5; FAK inh: 0; PTPN22 act: -2

This is a random part of the collection. About 3.8% of those tested had a hit in this group.
